# Screens: PubChem BioAssay, Sanford-Burnham Center for Chemical Genomics
# VHR inh color: inhibitors of human VHR1 phosphatase (DUSP3); P51452; recombinant VHR phosphatase, colorimetric substrate read-out; inhibition, % at 20 µM; actives 0.7% (n = 50,000); AID 1992; in the data active means inhibition above about 60%; further: some results filed as inactive read as strong as hits
# Target sequence (P51452 whole entry, looked up): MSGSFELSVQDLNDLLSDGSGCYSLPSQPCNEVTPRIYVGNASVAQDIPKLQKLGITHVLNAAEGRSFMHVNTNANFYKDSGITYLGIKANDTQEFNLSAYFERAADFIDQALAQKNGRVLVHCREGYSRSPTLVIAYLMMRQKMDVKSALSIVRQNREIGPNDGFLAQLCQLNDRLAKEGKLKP
# The depositor's hits bear a star.
SMILES,VHR inh color
CCOc1ccc(C2=C/C(=C/c3ccc(OC)c(OC)c3)C(=O)O2)cc1,-5.1
COc1ccc(Cl)cc1C(=O)NCCN1CCOCC1,-18.5
Cc1cc(NS(=O)(=O)c2ccc(NC(=O)C(C)Oc3cccc(Cl)c3)cc2)nc(C)n1 (centres undefined),-13.7
Cc1ccccc1C(=O)N1CC(C)CC(C)C1 (centres undefined),12.4
Cc1c(-n2c(O)c(C3=c4cc(Br)ccc4=NC3=O)sc2=S)c(=O)n(-c2ccccc2)n1C,-30.9
CC(/C=N/NC(=O)c1cc(C)[nH]n1)=C\c1ccccc1,1.5
CSc1nc2c(c(-c3ccc(Cl)cc3)c1C#N)C(=O)CC(C)(C)C2,-3.8
O=C(Nc1ccccn1)c1cc(Br)ccc1Cl,2.7
O=c1c2ccccc2nc(/C=C/c2ccc(O)c(O)c2)n1-c1ccccc1,2.4
Cc1ccc(NC(=O)/C=C/c2cccc([N+](=O)[O-])c2)cc1,-2.0
COc1ccccc1N1CCN(/N=C\c2ccc(O)cc2O)CC1,1.4
CC1(C)CC(=O)C2=C(C1)OC1=C(C(=O)CC(C)(C)C1)C2c1cccc(O)c1,-7.5
CC(=O)Nc1c(O)nc(SCc2ccc([N+](=O)[O-])cc2)[nH]c1=O,71.2
CCC(CO)N=Cc1ccc(Cl)cc1 (centres undefined),-8.8
Cc1ccc(Oc2nc3ccccc3n3cnnc23)cc1,-5.4
CCCOc1ccc(C2Nc3ccccc3NC3=C2C(=O)CC(c2ccc(OC)cc2)C3)cc1OC (centres undefined),-0.3
CCOC(=O)c1ccccc1NC(=O)COc1ccccc1,-6.9
NNC(=O)C1C(=O)NCC1c1ccccc1 (centres undefined),-8.5
O=C(Nc1ccc(S(=O)(=O)N2CCCCC2)cc1)c1ccc(Cl)cc1,-1.6
O=C(O)c1ccc(Oc2ccc3c(c2)C(=O)N(c2ccc([N+](=O)[O-])cc2)C3=O)cc1,5.1
CCOc1cccc(C(=O)Nc2nnc(COc3ccc(Cl)cc3)s2)c1,-6.7
CCN(CC)CCCOc1ccccc1OC,6.5
COc1ccccc1CNC(=O)c1cccc(N(C)C)c1,-26.8
CON1C(=O)C(=O)N(OC)C(C)(C)C1C (centres undefined),5.8
Cc1cc(Oc2ccc(F)c(F)c2)c(F)cc1[N+](=O)[O-],-19.3
NC(=O)c1ccccc1NC(=O)c1ccccc1I,-10.1
NC(N)=NS(=O)(=O)c1ccc(NS(=O)(=O)c2ccc3ccccc3c2)cc1,-11.2
O=C(CSc1nc2ccccc2o1)N=Nc1c(O)n(CN2CCCC2)c2ccccc12,-6.0
O=C(CCCN1C(=O)/C(=C\c2cccs2)SC1=S)Nc1ccc(Br)cc1,-11.7
Cc1cccc(C(NC(N)=O)c2ccccc2)c1 (centres undefined),104.6
Cc1cccc(Nc2nc3c(s2)CCCC3)c1,4.0
CCOC(=O)c1c(N)sc(C(=O)Nc2cc(C)ccc2C)c1C,-8.2
O=C(c1ccc(Cl)cc1[N+](=O)[O-])N1CCN(Cc2ccccc2)CC1,-4.0
COc1cc(OC)c(OC)cc1C=C1C(=O)N(C)C(=O)N(C)C1=O,10.3
Cc1c(C(=O)Nc2ccc3nn(-c4ccccc4)nc3c2)cccc1[N+](=O)[O-],-12.7
NC(=O)CCC(NC(=O)c1ccc(-c2ccccc2)cc1)C(=O)O (centres undefined),-3.9
CC(C)=C1C2CCC1C(C(=O)Nc1cc(C)cc(C)c1)C2C(=O)O (centres undefined),-24.0
COc1ccc(-n2c(C=C3C(=O)Nc4ccc(C)cc43)nc3ccccc3c2=O)cc1,0.1
CN(C)/C=C1\CCCCC1=C(C#N)C#N,-1.9
CN1C(=O)c2ccc(N(C)C)cc2C1=O,23.5

# Of the compounds above, these have two or more sulfur atoms.
SMILES,VHR inh color
Cc1c(-n2c(O)c(C3=c4cc(Br)ccc4=NC3=O)sc2=S)c(=O)n(-c2ccccc2)n1C,-30.9
NC(N)=NS(=O)(=O)c1ccc(NS(=O)(=O)c2ccc3ccccc3c2)cc1,-11.2
O=C(CCCN1C(=O)/C(=C\c2cccs2)SC1=S)Nc1ccc(Br)cc1,-11.7

# (further entries)
SMILES,VHR inh color
CCOC(=O)c1cc(-c2ccco2)nc2ccc(Br)cc12,28.7
O=C(CN1C(=O)c2ccc([N+](=O)[O-])cc2C1=O)Nc1ccc(Br)cc1C(=O)O,-0.6
CCOCCOC(=O)c1ccc(NC(=O)c2cccc(C)c2)cc1,-8.2
O=C1CCCC2=C1C(c1ccccc1Cl)Nc1ccc(C(=O)c3ccccc3)cc1N2 (centres undefined),-9.0
CCOC(=O)c1ccccc1NC(=O)COc1ccc(Cl)cc1C,5.1
C=CCN1C(=O)/C(=C\c2ccc(OC(=O)c3cccc(Br)c3)c(OC)c2)SC1=S,19.1
CN1C2=NC(=O)/C(=C/c3ccc([N+](=O)[O-])o3)N2c2ccccc21,-83.0
Cc1ccc(C(=O)N2CCN(c3c(Cl)cccc3[N+](=O)[O-])CC2)cc1,1.9
COc1cc(/C=N/N2C(=O)CSC2=S)ccc1O,11.3
Cc1ccc(C(=O)C(C)[n+]2cccc(C(N)=O)c2)cc1 (centres undefined),-36.3
CCCOc1cccc(C(=O)Nc2ccc3c4c(cccc24)CC3)c1,-17.9
Cc1cccc(NCc2cccc([N+](=O)[O-])c2)c1,-12.5
COC(=O)c1cc(C)sc1NC(=O)c1sc2cc(Cl)ccc2c1Cl,-20.1
CN(C)C(=O)COc1ccc2ccc(=O)oc2c1,-13.7
O=C(Cc1ccccc1)N1CCN(C2CCN(Cc3ccccc3)CC2)CC1,-5.0
COc1cc(OC)c([N+](=O)[O-])cc1/C=C1/C(=O)NC(=O)N(c2ccc(Br)cc2)C1=O,-0.6
Cc1cccc(CC(Cc2nc3ccccc3[nH]2)c2nc3ccccc3[nH]2)c1 (centres undefined),7.5
Cc1ccc(N2C(=O)CC(NCCc3cccc(F)c3)C2=O)cc1 (centres undefined),-16.2
Cc1occc1C(=O)Nc1cccc2ccccc12,8.3
COc1ccc(NC(=O)C2=C(C)NC(=O)NC2c2cccc(Cl)c2)cc1 (centres undefined),6.3
COc1ccc(N(CC(=O)Nc2cccc(SC)c2)S(=O)(=O)c2ccccc2)cc1,-12.6
O=C(Nc1ccc(OC(F)(F)F)cc1)C1CCCN1S(=O)(=O)c1ccc(Cl)cc1 (centres undefined),-7.0
Cc1ccc(C(C)C)c(OCCNC(=O)c2cc(F)c(F)cc2Cl)c1,-2.3
O=C(NCc1ccco1)Nc1ccncc1,-8.1
O=C(NN=C1CCCCC1)c1ccc(O)cc1,7.0
Nc1nnc(CCC(=O)c2ccccc2)s1,78.1*
Cc1ccc(S(=O)(=O)CCc2nc3ccccc3s2)cc1C,5.9
COc1ccc(CC(=O)Nc2ccc(Nc3ccccc3)cc2)cc1OC,1.5
O=c1c(/C=C(\O)c2ccc(F)cc2)nc2ccccc2n1-c1ccccc1,13.0
C=CCC1(N(Cc2ccccc2)C(C)=O)CCCCC1,-16.8
CN1CCN(c2ccc([N+](=O)[O-])c(N3CCCCC3)c2)CC1,6.2
COc1cccc(/C=N/NC(=O)C(=O)NCc2ccccn2)c1O,-3.5
COc1ccc(CNC2=CC(=O)OC23CCCCC3)cc1,-1.2
COc1ccc(N2C(=O)NC(=O)/C(=C/c3ccc(-c4ccc(C(=O)O)cc4)o3)C2=O)cc1,45.9
CN(C)CCN1C(=O)C(=O)/C(=C(/O)c2ccccc2)C1c1ccc(Cl)cc1Cl (centres undefined),-1.2
Cc1ccc(NC(=O)CN(c2cc(Cl)cc(Cl)c2)S(C)(=O)=O)c(C)c1,-17.5
CC(=O)c1cccc(NC(=O)/C(=C\c2cccnc2)NC(=O)c2ccccc2)c1,-14.9
CSc1ccc(C=Nc2ccccc2C(N)=O)cc1,7.7
CC(C)Oc1ccccc1C1Nc2ccccc2NC2=C1C(=O)CC(c1ccccc1)C2 (centres undefined),8.1
CCOc1ccc(NC(=O)C2=C(C)NC(=O)NC2c2cccc(Br)c2)cc1 (centres undefined),8.8
CS(=O)(=O)N(Cc1ccc(C(=O)NCc2ccc(Cl)cc2)cc1)c1ccccc1,2.6
CCOc1ccc(C2/C(=C(\O)c3ccccc3)C(=O)C(=O)N2c2cccnc2)cc1 (centres undefined),-3.4
COc1ccc2c(c1)C(C)CC(C)(C)N2C(=O)c1sc2cc([N+](=O)[O-])ccc2c1Cl (centres undefined),-7.3
O=C1c2cccc3ccc(Cl)c(c23)C(=O)N1O,-34.7
O=C(Nc1ccc2oc(-c3ccccc3F)nc2c1)c1cccc([N+](=O)[O-])c1,-3.8
CCOC(=O)c1ccc(N2NC(=O)/C(=C/c3ccc(-c4ccc(Cl)c(C(=O)O)c4)o3)C2=O)cc1,17.6
Cc1cc(C)cc(N2C(=O)NC(=O)/C(=C\c3ccc(F)cc3)C2=O)c1,-10.1
CCC(CC)C(=O)Nc1cc(OC)ccc1OC,-11.1
Cc1cc2nc(-c3ccc(C)c(NC(=O)COc4ccc([N+](=O)[O-])cc4)c3)oc2cc1C,6.7
CCOC(=O)C1C(=O)NC(SC)=C(C#N)C1c1ccccc1[N+](=O)[O-] (centres undefined),-3.9

# (list continues)
SMILES,VHR inh color
O=C(Nc1cccc(Oc2ccc3c(c2)C(=O)N(c2ccccc2)C3=O)c1)c1ccc([N+](=O)[O-])cc1,10.5
Cc1cc(C)nc(NN2C(=O)/C(=C/c3cccc(Br)c3)SC2=S)n1,81.9
CC(C)CCNC(=O)c1ccc(Cl)c(Cl)c1,5.3
Cc1ccc(OCC(=O)NCc2ccc(F)cc2)c(C)c1,-12.1
Cn1/c(=N/N=C/C=C/c2ccco2)sc2ccccc21,114.1*
O=C(Cc1ccc(Br)cc1)Nc1ccc(Cl)c(Cl)c1,-24.1
COc1ccc(OCC(=O)Nc2cccc(-c3nc4ccccc4s3)c2)cc1,-1.9
O=[N+]([O-])c1ccc(NCCNCCO)cc1,-28.3
CCOC(=O)c1c(NC(=S)Nc2ccccc2)sc2c1CC(C)(CC)OC2 (centres undefined),8.3
O=C1C2=C(NC(=S)NC2c2ccc([N+](=O)[O-])cc2)c2ccccc21 (centres undefined),4.4

# 6 entries out of the list, ordered by molar mass, falling:
SMILES,VHR inh color
O=C(Nc1cccc(Oc2ccc3c(c2)C(=O)N(c2ccccc2)C3=O)c1)c1ccc([N+](=O)[O-])cc1,10.5
COc1ccc(OCC(=O)Nc2cccc(-c3nc4ccccc4s3)c2)cc1,-1.9
O=C(Cc1ccc(Br)cc1)Nc1ccc(Cl)c(Cl)c1,-24.1
Cn1/c(=N/N=C/C=C/c2ccco2)sc2ccccc21,114.1*
CC(C)CCNC(=O)c1ccc(Cl)c(Cl)c1,5.3
O=[N+]([O-])c1ccc(NCCNCCO)cc1,-28.3

# (further entries)
SMILES,VHR inh color
O=C(Nc1cc(C(F)(F)F)ccc1N1CCOCC1)c1ccc(Cl)c([N+](=O)[O-])c1,-6.4
Cc1ccc(S(=O)(=O)Nc2cc(S(=O)(=O)c3ccccc3)c(O)c3ccccc23)cc1,-39.7
CCn1c2ccc(C(C)=O)cc2c2cc(C(C)=O)ccc21,-34.7
CCOc1ccc(CN2CCN(C(=O)c3ccc([N+](=O)[O-])cc3)CC2)cc1,-0.3
CC(=O)Nc1ccccc1NS(=O)(=O)c1cccc([N+](=O)[O-])c1,-6.9
O=C(NCc1ccccc1)c1ccc2c(c1)OCCO2,-91.8
O=C(NC(=S)Nc1ccc(Cl)cc1)c1ccccc1,-32.2
CN(C)c1ccc(C2/C(=C(\O)c3ccccc3)C(=O)C(=O)N2CCCCCC(=O)O)cc1 (centres undefined),0.4
Cc1ccc(C(=O)Nc2ccc(N(C)C)cc2)o1,-11.1
COC(=O)c1ccc(/C=C2\C(=O)NC(=O)N(c3cccc(Br)c3)C2=O)cc1,-11.1
COc1ccccc1C1/C(=C(\O)c2ccccc2)C(=O)C(=O)N1CCN(C)C (centres undefined),-18.7
O=C1/C(=C/c2ccccc2OCc2ccc([N+](=O)[O-])cc2)SC(=S)N1Cc1ccccc1,4.9
O=C(Cc1ccccc1)Nc1ccc(OC(F)(F)F)cc1,-8.2
CCN(CC)C(=O)CN(c1cc(Cl)cc(Cl)c1)S(C)(=O)=O,-3.2
CCC1=NN2C(=N)/C(=C/c3ccc(-c4ccc([N+](=O)[O-])cc4OC)o3)C(=O)N=C2S1,-24.6
O=[N+]([O-])c1ccccc1S(=O)(=O)Nc1ccc2c(c1)OCCO2,-11.7
C=CCn1c(N)c(-c2nc3ccccc3[nH]2)sc1=S,-15.2
Cc1ccc(OCC(=O)NCc2ccccn2)c(Br)c1,-3.3
O=[N+]([O-])c1cc(-n2ncnc2-c2ccc(Br)cc2)ccc1Cl,3.2
Cc1cc(Cl)ccc1OCC(=O)Nc1ccc(I)cc1Cl,0.4
Cc1cccc(NC(=O)C2(c3ccccc3)CC2(Cl)Cl)c1C (centres undefined),-2.0
O=C(NCCCc1ccccc1)c1ccccc1,-11.9
COc1cc(-c2ccc(NC(=O)c3ccc(Cl)cc3Cl)c(OC)c2)ccc1NC(=O)c1ccc(Cl)cc1Cl,-13.4
CN1C(=O)/C(=C\c2ccc(OCc3cccc4ccccc34)cc2)SC1=S,-10.9
CCC(=O)Nc1sc2c(c1C(=O)Nc1cccc3ccccc13)CCC2,64.0
O=C(Nc1ccccc1)Nc1nnc(-c2ccc(Br)cc2)s1,-6.4
C=CCn1c(SCC(=O)N2CCCCC2)nc2sc3c(c2c1=O)CCCC3,7.4
COc1ccc(C2/C(=C(\O)c3ccc(F)cc3)C(=O)C(=O)N2CCCCCC(=O)O)cc1OC (centres undefined),-5.3
O=[N+]([O-])c1ccc2oc(-c3ccccc3)nc2c1,-36.3
CC(=O)c1cccc(NC(=O)Nc2ccc(Cl)cc2)c1,-4.7
COc1ccc(CN2CCN(Cc3ccc(C)cc3)CC2)c(OC)c1OC,6.7
Cc1ccc2nc(-c3ccc(-c4ccccc4)cc3)oc(=O)c2c1,-13.8
Cc1cc2nc3s/c(=C\c4cc5c(cc4[N+](=O)[O-])OCO5)c(=O)n3c2cc1C,-12.0
COc1cc(NC(=O)CSCc2ccc(Cl)cc2Cl)c(C(=O)O)cc1OC,-6.2

# Nothing new here: entries from further up.
SMILES,VHR inh color
COc1ccc(CN2CCN(Cc3ccc(C)cc3)CC2)c(OC)c1OC,6.7
Cc1ccc2nc(-c3ccc(-c4ccccc4)cc3)oc(=O)c2c1,-13.8

# A portion of the library; the hit share may differ from the screen's.
